NR1D1 modulator: modulators of human Rev-erb alpha DNA binding. 0.79% of 370,000 active. AID 1259318. Rev-erbα–FITC-DNA binding, fluorescence polarization, 90 min. activity, % at 10 µM;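 active means activity above about 14%, limit read from the data; passing the limit was not always enough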;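 further: 0% = DMSO wells with 35 nM protein and 100% = DMSO wells with 750 nM protein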
PLC-gamma1 inh: inhibitors of human phospholipase C gamma1; P19174; purified PLC-gamma1, fluorogenic substrate, fluorescence; inhibition, % at 12.2 µM; 0.84% of 370,000 active; AID 720700; in the data active means inhibition above about 9.5%
UHRF1 MBD2 ctr: blocks human UHRF1 binding to methylated DNA. 0.75% of 370,000 active. inhibition, % at 4.4 µM. UHRF1 binding to methylated oligo, TR-FRET; in the data active means inhibition above about 21%;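 further: UHRF1 SRA domain binding a hemimethylated CpG hairpin DNA probe; 0% = median of test compound wells and 100% = reference inhibitor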
Target sequence (Q96T88 whole entry, looked up, the tested form may be a part): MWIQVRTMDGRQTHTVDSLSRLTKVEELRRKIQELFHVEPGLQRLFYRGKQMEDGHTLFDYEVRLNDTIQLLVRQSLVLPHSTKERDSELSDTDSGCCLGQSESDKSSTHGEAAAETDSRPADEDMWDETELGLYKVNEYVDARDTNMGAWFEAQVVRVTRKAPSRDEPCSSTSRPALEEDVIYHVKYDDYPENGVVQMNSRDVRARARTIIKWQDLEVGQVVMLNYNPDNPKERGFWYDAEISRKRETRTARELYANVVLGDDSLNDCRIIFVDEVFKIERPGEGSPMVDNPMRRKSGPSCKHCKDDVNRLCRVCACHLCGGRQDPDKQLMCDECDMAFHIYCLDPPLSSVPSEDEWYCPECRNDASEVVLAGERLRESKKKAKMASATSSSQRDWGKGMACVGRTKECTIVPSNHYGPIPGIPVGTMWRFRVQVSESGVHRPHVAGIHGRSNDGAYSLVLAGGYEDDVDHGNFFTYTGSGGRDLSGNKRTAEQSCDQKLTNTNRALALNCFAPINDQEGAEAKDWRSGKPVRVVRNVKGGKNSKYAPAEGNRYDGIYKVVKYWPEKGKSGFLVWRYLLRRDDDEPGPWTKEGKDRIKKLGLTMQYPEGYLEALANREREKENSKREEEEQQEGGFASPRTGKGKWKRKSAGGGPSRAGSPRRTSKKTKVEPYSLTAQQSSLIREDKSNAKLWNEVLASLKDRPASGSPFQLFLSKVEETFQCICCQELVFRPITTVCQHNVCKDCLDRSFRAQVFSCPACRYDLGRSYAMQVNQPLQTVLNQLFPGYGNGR
HGIII-sPLA2 inh: Inhibits HGIII-sPLA2 liposome hydrolysis, primary screen; inhibition, % at 12.2 µM; Q9NZ20; 0.56% of 370,000 active; QFRET BODIPY PC-A2 liposome hydrolysis, fluorescence;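 active means inhibition above mean plus 3 SD of compounds lying within the high and low control bounds, cut at about 19% in these data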;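 further: 0% = median of test compound wells and 100% = no enzyme DMSO wells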
DDE Tn6 FP inh: inhibitors of Tn6 peptide binding to human fibrin DD(E); 0.21% of 370,000 active; AID 720509; Fibrin DD(E) TRITC-Tn6 fluorescence polarization displacement; P02675; inhibition, % at 8.3 µM;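 active means inhibition above a per-campaign cutoff: mean of compounds within control limits plus 3 SD, cut at about 15% in these data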;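 further: 0% = median of all compound wells on the plate and 100% = blocking peptide control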
PLCb3 inh: PLC-beta3 (human) inhibition, primary screen. Purified PLC-beta3, fluorogenic substrate, fluorescence. inhibition, % at 12.2 µM. AID 720704. Q01970. 0.18% of 370,000 active; in the data active means inhibition above about 11%;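 further: 0% = median of compound wells on plate and 100% = full blocker control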
proKLK7 act: proKLK7 (human) activation, primary screen; AID 652039; purified proKLK7, EDANS-DABCYL substrate fluorescence; 100% is mature enzyme control, 0% vehicle; 0.9% of 370,000 active; activation, % at 7 µM;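 active means activation above the mean of all tested compounds plus 3 SD, computed per campaign excluding outliers beyond control limits, cut at about 13% in these data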
ARFGAP1 inh: rat ARFGAP1 inhibition | inhibition, % at 16.5 µM | 0.26% of 360,000 active | Arfgap1-stimulated ARF1 GTP hydrolysis, GDP FP detection;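 active means inhibition above a per-plate limit, mean inhibition of low control wells plus 3 SD, cut at about 25% in these data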;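 further: 0% = DMSO wells with enzyme and 100% = wells lacking Arfgap1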
Target sequence (Q62848 1-136 limits assumed): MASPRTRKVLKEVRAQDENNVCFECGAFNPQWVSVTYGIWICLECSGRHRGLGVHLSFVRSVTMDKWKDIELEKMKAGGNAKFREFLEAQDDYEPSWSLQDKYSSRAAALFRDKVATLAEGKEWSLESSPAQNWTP
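Assay system: Rat Arfgap1 GAP domain (His6, aa 1-136), purified enzyme | Buffer or medium: HEPES 25 mM pH 7.5, NaCl 150 mM, MgCl2, DTT | Schedule: GTP hydrolysis reaction 2 h at 25 °C | Signal: FP of antibody-bound GDP Alexa 633 tracer, ex 620/em 688 nm | Measure: Percent inhibition of Arfgap1-stimulated GTP hydrolysis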
Tn7 DDE FP: inhibitors of Tn7 peptide binding to human fibrin DD(E); AID 720508; inhibition, % at 8.3 µM; 0.13% of 370,000 active; FP displacement of FITC-Tn7 peptide from fibrin DD(E); 0% = median of compound wells per plate; P02675;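 active means inhibition above the mean of compounds falling within the control limits plus 3 SD of them, cut at about 14% in these data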;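 further: 0% = plate median of compound wells and 100% = 10 µM Aha-Tn7 peptide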
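Assay system: Human clot-derived fibrin DD(E) complex | Buffer or medium: Tris/NaCl/CaCl2 buffer, pH 7.8 | Repeats: One replicate per compound | Benchmarks: Aha-Tn7 high control | Measure: % inhibition scaled between sample-field median and high-control FP | Schedule: 10 min plus 3 h, room temperature | Signal: Fluorescence polarization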
ASAP1 inh: blocks human ASAP1-stimulated Arf1 GTP hydrolysis; 0.19% of 360,000 active; GDP FP detection; inhibition, % at 16.5 µM; in the data active means inhibition above about 25%;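 further: 0% = vehicle with enzyme and substrate and 100% = no enzyme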
* marks the source's active call; other numbers are inactive results; i = inactive; / = no result given. Compounds were not picked by outcome. About 4.5% of those tested had a hit in this group.

SMILES	NR1D1 modulator	PLC-gamma1 inh	UHRF1 MBD2 ctr	HGIII-sPLA2 inh	DDE Tn6 FP inh	PLCb3 inh	proKLK7 act	ARFGAP1 inh	Tn7 DDE FP	ASAP1 inh
O=C(Nc1cccc(C(F)(F)F)c1)Nc1ccon1	5	3	-1	4	-3	-3	0.6	16	-6	11
O=[N+]([O-])c1ccc(NC(=S)N2CCc3ccccc32)cc1	-10	2	-3	-3	2	-1	-0.2	10	0	18
COC(=O)c1c(NC(=O)c2ccccc2[N+](=O)[O-])sc2c1CC(C)(C)NC2(C)C	-4	1	1	0	1	3	0.1	2	-2	3
C=CCNC(=O)CSc1nc2sccc2c(=O)n1-c1ccccc1	7	2	6	-2	0	-6	0.2	4	-9	7
Cc1ccc(OCCC(=O)OCC(=O)Nc2cc(S(=O)(=O)N(C)C)ccc2C)cc1	5	2	1	-3	1	3	-0.7	6	1	-1
CCOC(=O)C1=C(COC(=O)c2cccnc2SC)NC(=O)NC1C (centres undefined)	6	1	1	1	1	-3	0.0	7	0	-5
CN(C)S(=O)(=O)c1ccc(NC(=O)c2ccncc2)cc1	0	-2	1	0	5	-2	-0.1	-3	-1	-4
CCOC(=O)N(C)C[C@H]1OCc2cnnn2CCCC(=O)N([C@@H](C)CO)C[C@@H]1C	1	5	-1	-1	4	3	0.8	10	2	-11
CCN1CCCC1CNC(=O)Cn1cnc2ccc(S(=O)(=O)N3CCC(C)CC3)cc2c1=O (centres undefined)	-8	-1	4	1	-2	-3	-0.4	8	9	3
Cc1ccc(S(=O)(=O)c2cc3c(=O)n4ccccc4nc3n(Cc3ccco3)c2=N)cc1C	-2	i	0	6	-9	i	-26	4	-1	13
CCN(C(=O)CSc1nc(C)nc2sc(C)c(C)c12)c1ccc(F)cc1	24*	2	1	13	3	-8	0.5	0	7	-10
O=C(COC(=O)[C@@H]1CC(O)CN1S(=O)(=O)c1ccc2c(c1)OCCO2)Nc1cc(F)ccc1F (some centres undefined)	1	-4	-1	-6	10	-9	-0.2	0	-7	10
COC(=O)c1ccccc1NC(=O)CN(Cc1ccccc1)S(C)(=O)=O	-4	5	0	-5	5	2	-0.2	-8	-2	7
Nc1c(C(=O)O)sc2nc3c(cc12)CCCC3	-1	-18	1	10	1	-31	-1.0	-15	4	10
Nc1nnc(SCC(=O)Nc2sc3c(c2C(=O)c2ccccc2)CCCC3)s1	-6	-10	-2	-20	0	-16	5.6	8	-10	-2
CC1CC(C)CN(C(=O)COC(=O)C2CCN(S(=O)(=O)c3ccc4c(c3)OCCO4)CC2)C1 (centres undefined)	3	4	2	-12	6	5	0.5	-2	-7	11
CCc1sc(N)nc1-c1ccccc1	-2	0	-1	7	4	1	0.1	-7	-1	-5
Cc1cc(C(=O)Nc2sc(C)c(C)c2C#N)no1	-4	-3	2	3	0	-2	-0.8	3	-4	10
O=C(c1cc2ccccc2oc1=O)N(c1ccccc1)C1C=CS(=O)(=O)C1 (centres undefined)	2	0	-1	-1	0	1	0.5	3	1	7
COc1cc(C2C(C#N)=C(N)N(N(C)C)C3=C2C(=O)CCC3)cc(OC)c1OC (centres undefined)	-4	-8	-2	9	3	-18	0.0	-5	5	-10

Limited to ARFGAP1 inh and PLCb3 inh, for three of the compounds above:
smiles	ARFGAP1 inh	PLCb3 inh
COC(=O)c1ccccc1NC(=O)CN(Cc1ccccc1)S(C)(=O)=O	-8	2
Nc1c(C(=O)O)sc2nc3c(cc12)CCCC3	-15	-31
Nc1nnc(SCC(=O)Nc2sc3c(c2C(=O)c2ccccc2)CCCC3)s1	8	-16

Quoted at random: 5 records from the list.
SMILES	NR1D1 modulator	PLC-gamma1 inh	UHRF1 MBD2 ctr	HGIII-sPLA2 inh	DDE Tn6 FP inh	PLCb3 inh	proKLK7 act	ARFGAP1 inh	Tn7 DDE FP	ASAP1 inh
CN(C)S(=O)(=O)c1ccc(NC(=O)c2ccncc2)cc1	0	-2	1	0	5	-2	-0.1	-3	-1	-4
CCN(C(=O)CSc1nc(C)nc2sc(C)c(C)c12)c1ccc(F)cc1	24*	2	1	13	3	-8	0.5	0	7	-10
COC(=O)c1ccccc1NC(=O)CN(Cc1ccccc1)S(C)(=O)=O	-4	5	0	-5	5	2	-0.2	-8	-2	7
Cc1ccc(S(=O)(=O)c2cc3c(=O)n4ccccc4nc3n(Cc3ccco3)c2=N)cc1C	-2	i	0	6	-9	i	-26	4	-1	13
CCOC(=O)C1=C(COC(=O)c2cccnc2SC)NC(=O)NC1C (centres undefined)	6	1	1	1	1	-3	0.0	7	0	-5

Going on with the list.
SMILES	NR1D1 modulator	PLC-gamma1 inh	UHRF1 MBD2 ctr	HGIII-sPLA2 inh	DDE Tn6 FP inh	PLCb3 inh	proKLK7 act	ARFGAP1 inh	Tn7 DDE FP	ASAP1 inh
O=c1[nH][nH]c2c1[C@H](c1ccc(F)cc1)O[C@H](C1CCCCC1)C2	3	2	-6	-47	3	2	0.3	-5	3	14
CCOC(=O)c1c(NC(=S)N2CCOCC2)sc(C)c1C	17	2	3	3	-4	-4	0.8	-3	5	3
COc1ccc(CCC(=O)OCC(=O)Nc2ccc(C)c(S(=O)(=O)N(C)C)c2)cc1	5	-1	2	-7	-6	-1	0.4	14	-5	-7
N#Cc1c2c(c(NCc3cccnc3)n3c1nc1ccccc13)CCC2	6	-182	-6	-7	2	-232	4.0	11	-3	-2
CCN(CC)S(=O)(=O)c1ccc(C(=O)N2CCCCC2)cc1	-4	0	3	-2	6	1	-0.7	-6	3	-19
CC(=O)Nc1cc2c(cc1NC(=O)Cn1nc(-c3ccc(F)cc3)ccc1=O)OCCO2	-6	-2	0	6	0	-1	-0.1	-5	-2	-9
Cc1nc(SCC(=O)N(C)C2CCCCC2)[nH]c(=O)c1Cc1ccccc1	1	-1	1	-3	2	1	-0.2	1	6	-2
COCCN1C[C@@H](CO)O[C@@H](n2cnc3c(NCc4ccco4)ncnc32)C1	0	1	-3	5	2	2	0.0	-4	0	-7
CCCNC(=O)CN1C(=O)NC(CCSC)C1=O (centres undefined)	0	0	-1	-6	0	-3	-0.4	-17	2	-2
CC1=NOC(=O)/C1=C/c1ccc(O)c(Br)c1	0	4	2	8	-2	0	-0.2	2	-2	3
O=C1C(Cl)=C(NCCc2ccccc2)C(=O)c2ccccc21	11	0	-17	15	0	3	1.2	18	-3	30*
CC(CC(=O)N1CCN(S(=O)(=O)c2ccc(Cl)cc2)CC1)n1cncn1 (centres undefined)	0	4	6	5	-2	5	0.4	-2	-2	3
COC(=O)c1[nH]c2ccc(F)cc2c1NC(=O)Nc1ccc(OC)cc1	-18	-4	2	6	3	-10	2.9	4	4	5
O=C(Nc1cccc([N+](=O)[O-])c1)c1ccc2nsnc2c1	0	-1	3	-2	2	-8	0.4	-8	-1	-3
CCCc1ccc(OCc2nc(-c3ccc(NC(=O)c4cccs4)cc3)no2)cc1	11	6	1	-4	-2	4	-0.4	2	-4	2
COc1ccccc1N1CC(C(=O)Nc2ccc(S(=O)(=O)N3CCOCC3)cc2)CC1=O (centres undefined)	2	0	2	-5	1	-3	-0.1	-6	0	12
COC(=O)CN(C#N)c1nc(NCc2ccccc2)nc(OC)n1	1	7	0	-3	2	-2	0.6	4	4	-3
O=C(NNC(=O)C12CC3CC(CC(C3)C1)C2)[C@@H]1C[C@H]1c1ccccc1	4	3	1	-8	3	-6	-0.1	-9	11	-3
Cc1ccc(-n2c(C)c(C)c3c(N)ncnc32)cc1	-5	-2	-1	5	3	-2	-0.5	-1	-7	7
CCOC(=O)C(C#N)=C1CCC=C(C)C1	4	2	2	3	-4	1	0.3	-3	-4	-19
Cc1cccc(CSc2ncccc2C(=O)O)c1	-3	-2	-1	3	0	0	0.4	-9	1	3
O=S(=O)(Nc1ccc(Cl)nn1)c1ccccc1	-3	-2	2	6	-4	-1	-0.4	-5	3	6
CC1CCc2c(nc3ncnn3c2N2CCN(c3ccccc3F)CC2)C1 (centres undefined)	-1	-1	-1	-1	-6	4	0.1	6	4	8
O=C(NC(=S)N1CCOCC1)c1ccc([N+](=O)[O-])cc1	7	0	4	15	-8	-3	0.0	2	-5	-3
CC(=O)Oc1ccc(Cl)cc1/C=C/c1ccc2ccccc2n1	-1	i	-4	-23	1	i	-0.4	2	4	5
CCN(CC)c1ccc(/C=C(/C#N)C(=O)NCc2ccccc2)o1	25*	-2	-25	-26	9	-7	0.2	2	-38	5
O=C(CN(Cc1ccccc1)C(=O)CNS(=O)(=O)c1ccc(F)cc1)NCc1ccco1	2	4	0	-4	-4	3	-1.0	-1	-1	-11
CN(Cc1ccno1)Cc1cn(Cc2ccccc2)nc1-c1ccc2c(c1)OCO2	-4	2	-1	-9	5	0	-0.1	-3	-5	-7
CC(=O)c1nn(-c2cccc(Br)c2)cc1C(=O)c1ccc(Br)cc1	5	5	0	4	12	-2	0.8	10	4	-10
CCN(C[C@H]1N[C@@](CC)(C(=O)OC)[C@H]2C(=O)N(Cc3ccccc3)C(=O)[C@@H]12)S(=O)(=O)c1ccc(C)cc1	-3	-1	3	-10	-2	1	0.4	16	-2	-14
CCOC(=O)c1c(C)[nH]c(C(=O)OCC(=O)Nc2sccc2C(N)=O)c1C	12	-5	-4	-14	-3	-14	0.6	10	-3	16
CCCCc1nc(Cl)c(C#N)c2c1CCC2	0	3	1	0	1	3	0.2	12	-7	4
COCCn1c(C)cc(C(=O)CN2c3cccc4cccc(c34)S2(=O)=O)c1C	1	-69	-1	-4	-6	-85	2.2	19	1	10
CC1CCN(S(=O)(=O)N2CCC(C(=O)NCc3cccnc3)CC2)CC1	-6	3	-1	1	4	-7	0.3	-1	2	0
Cc1ccc(C(=O)N/C(=C/c2ccco2)C(=O)O)cc1	-2	-3	1	7	4	-5	-0.4	-2	-1	-10
COc1ccc(N2CCN(CCCNC(=O)C3CCN(S(=O)(=O)N4CCOCC4)CC3)CC2)cc1	-4	0	2	2	3	-2	0.4	1	-2	3
O=C(NCc1ccc(C(F)(F)F)cc1)O[C@H]1CC[C@@]23CCCN2C(=O)CCC[C@H]3C1	3	5	2	1	11	4	/	/	-3	/
Cc1ncc([N+](=O)[O-])n1CCOC(=O)Nc1ccc(Cl)c(Cl)c1	1	0	0	4	7	0	0.3	2	6	-7
COC(=O)c1ccc(Oc2nc(Nc3ccc(C)c(C)c3)nc(N(C)C)n2)cc1	8	1	-2	-4	7	2	-0.1	1	5	-10
O=C(NC(=S)N1CCN(c2ccccc2)CC1)c1c(F)cccc1F	-1	0	-1	10	-8	-1	0.2	-1	4	2
CNc1ccccc1NC(=O)C1CCCN1C(=O)OCc1ccccc1 (centres undefined)	-2	2	4	6	5	-11	-0.7	-7	-2	-13
COc1cccc(NC(=O)C2CCCC2)c1	-5	2	0	5	-5	0	-0.4	0	6	-26

Bioassay records (PubChem)
